Screening results: PubChem BioAssay, several laboratories
BAP1 inh – human BAP1 deubiquitinase inhibition | Q92560 | recombinant BAP1, Ub-AMC hydrolysis fluorescence kinetic; stronger effect = lower value | activity remaining (% of control), % at 20 µM | 72,000 tested, 0.48% active | AID 436;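 active means activity remaining at or below 50% of control, provided the compound also passes the data quality filters; inactive means the rest, including low values that fail the filters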;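 further: 100% = DMSO wells rate and 0% = substrate alone blank rate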
Target sequence (Q92560 whole entry, looked up): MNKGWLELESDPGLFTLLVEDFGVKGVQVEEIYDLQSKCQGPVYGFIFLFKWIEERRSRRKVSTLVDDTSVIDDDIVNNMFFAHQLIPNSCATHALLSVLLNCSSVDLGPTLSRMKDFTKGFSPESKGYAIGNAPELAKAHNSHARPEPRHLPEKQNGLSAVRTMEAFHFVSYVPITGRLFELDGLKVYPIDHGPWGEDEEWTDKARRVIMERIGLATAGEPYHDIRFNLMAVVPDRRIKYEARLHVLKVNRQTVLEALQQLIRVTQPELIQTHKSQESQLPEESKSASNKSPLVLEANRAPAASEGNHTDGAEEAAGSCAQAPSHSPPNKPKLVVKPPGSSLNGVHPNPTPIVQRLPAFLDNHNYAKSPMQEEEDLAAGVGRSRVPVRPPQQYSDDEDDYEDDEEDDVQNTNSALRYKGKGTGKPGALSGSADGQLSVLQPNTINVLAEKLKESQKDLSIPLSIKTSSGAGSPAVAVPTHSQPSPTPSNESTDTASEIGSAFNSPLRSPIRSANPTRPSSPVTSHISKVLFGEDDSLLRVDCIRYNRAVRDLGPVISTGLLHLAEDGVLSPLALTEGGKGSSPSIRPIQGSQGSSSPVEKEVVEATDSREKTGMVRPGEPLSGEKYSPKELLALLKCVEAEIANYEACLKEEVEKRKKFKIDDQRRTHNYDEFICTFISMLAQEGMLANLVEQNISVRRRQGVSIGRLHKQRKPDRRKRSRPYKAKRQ
HePTP inhibitor – blocks human HePTP tyrosine phosphatase; inhibition, % at 20 µM; recombinant HePTP phosphatase activity, OD absorbance; AID 521; 110,000 tested, 0.64% active; in the data active means inhibition above about 50%;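 further: plate controls were vehicle for no effect and reference inhibitor for full effect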
Target sequence (P35236 whole entry, looked up): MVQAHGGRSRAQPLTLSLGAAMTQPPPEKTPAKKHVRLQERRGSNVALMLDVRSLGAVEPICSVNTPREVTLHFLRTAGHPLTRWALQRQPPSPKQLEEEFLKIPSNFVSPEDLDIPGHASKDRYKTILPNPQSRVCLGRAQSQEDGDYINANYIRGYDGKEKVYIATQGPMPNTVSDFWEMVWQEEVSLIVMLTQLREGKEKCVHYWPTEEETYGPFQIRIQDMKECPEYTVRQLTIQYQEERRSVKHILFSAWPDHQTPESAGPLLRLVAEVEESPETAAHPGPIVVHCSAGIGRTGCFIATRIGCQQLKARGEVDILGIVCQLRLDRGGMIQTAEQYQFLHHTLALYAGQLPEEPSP
An asterisk follows results filed as active; . = not tested or not shown; & = joins results of further samples.

Values run as follows: BAP1 inh | HePTP inhibitor
COC(=O)c1cc(-c2ccc(Br)cc2)nc2ccccc12
    . | 2
COc1ccc(Oc2coc3cc(OC(C)=O)ccc3c2=O)cc1
    . | 8
COC(=O)c1ccc(N=C2SC(C(=O)Nc3ccccc3OC)CC(=O)N2C)cc1 (centres undefined)
    56 | .
COc1ccc(CC(=O)Nc2ccc(OC)c(NC(=O)c3ccco3)c2)cc1
    100 | 1
COCCCNC(=O)c1c(F)c(F)c(F)c(F)c1F
    107 | 6
CC1NC(=O)NC1CCCCCC(=O)NCCc1ccccc1 (centres undefined)
    129 | 4
N#Cc1nc(COc2ccccc2Cl)oc1N1CCCCCC1
    89 | 7
O=C(Nc1ccccc1N1CCN(c2ccc(F)cc2)CC1)C1CCCCC1
    85 | -4
c1ccc(CSc2nnc(-c3cccs3)o2)cc1
    96 | 7
CC(=O)N(CN1C(=O)C2CC=CCC2C1=O)c1cccc(Cl)c1 (centres undefined)
    91 | 2
COC(=O)c1cn(NC(=O)C2CCCCC2)c(=O)c2ccccc12
    . | 7
COc1ccc(-c2nn(-c3ccccc3)cc2C(=O)NCCCn2ccnc2)cc1
    132 | 1
Cc1nc(C)c(-c2csc(NCc3ccco3)n2)s1
    110 | 1
O=C(COc1ccc2ccccc2c1)N1c2ccccc2Sc2ccccc21
    . | 8
O=C(NCc1ccccc1)C(c1cccs1)N(C(=O)c1csnn1)C1CC1 (centres undefined)
    95 | -5
Cc1ccc2c(c1)cc(CN(Cc1ccco1)S(=O)(=O)c1ccccc1)c1nnnn12
    72 | 4
O=C(NCC1CCNCC1)C(=O)NC1CCCCC1
    . | -18
O=C(Nc1ccc(Cl)cc1)c1cccc(S(=O)(=O)N2CCCCC2)c1
    . | -2
CC(C)(NO)/C(=N/O)c1cccs1
    97 | 1
COC(=O)c1cccc(N2C(=O)c3ccc(C(=O)c4cccc([N+](=O)[O-])c4)cc3C2=O)c1
    . | 1
CCOC(=O)c1c(C)c(C(=O)NC2CCCCCC2)c(C)n1C
    102 | 0
O=C(Nc1ccc(Cl)c(Cl)c1)Nc1ncccc1Cl
    . | 8
CC(=O)Nc1ccc(S(=O)(=O)N2CCN(C3CCCCCCC3)CC2)cc1
    97 | 0
COC(=O)c1ccccc1NC(=O)COC(=O)c1ccco1
    110 | 5
O=c1c(Br)c(N2CCCC2)cnn1-c1ccccc1
    . | -2
COCCOC(=O)c1c(C)oc2ccc(OCc3c(F)c(F)c(F)c(F)c3F)cc12
    . | 8
CCN(CC)C(=O)CSc1ncnc2c1cnn2Cc1ccccc1
    96 | 9
Cc1nn(-c2ccccc2)c(C)c1/C=N/NC(=O)c1cc(-c2ccc(Cl)cc2)n[nH]1
    . | 7
O=C(CCn1cccc1)Nc1cccc(F)c1
    95 | 0
CC(C)NC(=O)CN(c1cccc(Cl)c1)S(C)(=O)=O
    . | -7

Profiles, quoted from the list.
CC(=O)Nc1ccc(S(=O)(=O)N2CCN(C3CCCCCCC3)CC2)cc1 as listed: BAP1 inh = 97; HePTP inhibitor = 0
O=C(Nc1ccc(Cl)cc1)c1cccc(S(=O)(=O)N2CCCCC2)c1 as listed: BAP1 inh = .; HePTP inhibitor = -2
O=C(Nc1ccc(Cl)c(Cl)c1)Nc1ncccc1Cl as listed: BAP1 inh = .; HePTP inhibitor = 8

Further results follow:
Values run as follows: BAP1 inh | HePTP inhibitor
Cc1ccc(N2CC(C(=O)N/N=C/c3ccc4c(c3)OCO4)CC2=O)cc1 (centres undefined)
    . | 1
O=C(c1ccccn1)N(Cc1cc2ccccc2[nH]c1=O)C1CCCCC1
    90 | 0
O=C(Nc1ccccc1)C1CC2CCCC(C1)C2=O (centres undefined)
    85 | -3
CC1Cc2nc(SCC(=O)NCCc3ccccc3)n(C)c(=O)c2S1 (centres undefined)
    91 | 6
CCOC(=O)c1c(NC(=O)c2cc(OCC)c(OCC)c(OCC)c2)sc(C)c1C
    . | 10
O=C(CSc1nnc2scc(-c3ccc(Cl)cc3)n12)NCc1ccco1
    89 | 5
CCOc1cc(C(=O)Nc2ccc(N3CCOCC3)cc2)cc(OCC)c1OCC
    . | 1
O=C1c2ccccc2NC(c2ccc(O)cc2)N1Cc1ccco1 (centres undefined)
    252 | 7
O=C(Cn1c(C(F)(F)F)nc2ccccc21)c1ccc(Cl)cc1
    . | -1
Cc1cc(OCC(=O)Nc2cc(Cl)cc(Cl)c2)ccc1Br
    . | 2
Cc1nc2cc(-c3ccco3)[nH]n2c(=O)c1C
    . | 11
O=C(Nc1cc(C(F)(F)F)ccc1N1CCOCC1)c1c(F)c(F)c(F)c(F)c1F
    70 | 2
CN(C(=O)c1ccc(Cl)cc1)c1ccccc1
    . | 3
CC1(C)CC(=O)CC(=Nc2ccc3[nH]c(=O)[nH]c3c2)C1
    87 | 2
COC(=O)C(C(=O)Nc1ccccc1C)C1CCCC1 (centres undefined)
    97 | 0
Cc1ccc(C)c(N2CCN(S(=O)(=O)c3ccc4c(c3)OCCO4)CC2)c1
    96 | -7
CC(C)NC(=O)c1cc(-c2ccco2)on1
    105 | -3
CCOC(=O)c1ccc(NC(=O)CN2C(=O)CCC2=O)cc1
    . | -6
O=C(O)c1ccccc1C(=O)NC1=NN(c2ccccc2)CC1
    . | 15
CCOC(=O)CN(C(=O)CSc1nnc(CNc2ccc(C)cc2C)o1)c1ccccc1
    110 | 8
CCN(CC)S(=O)(=O)c1ccc(C(=O)Oc2ccc3c(c2)OCO3)cc1
    90 | -2
CC1=C(C(=O)Nc2ccccc2)C(c2ccc3c(c2)OCO3)C2=C(CCCC2=O)N1 (centres undefined)
    108 | 6
O=C(NC1CCCCCC1)c1nc2ncccn2n1
    101 | 1
COC(=O)c1ccc(NC(=O)c2cnc3scc(C)n3c2=O)cc1
    69 | 3
CS(=O)(=O)N(CC(=O)N1CCOCC1)Cc1ccc(Cl)cc1
    57 | -4
COc1ccc(-n2ncc3c(N(C)C4CCCCC4)ncnc32)cc1
    89 | 3
COc1ccc2c(C)nc(Nc3nc(C)cc(=O)[nH]3)nc2c1
    100 | 2
CCc1nc(N2CCN(C(=O)c3ccccc3)CC2)c(C#N)c2c1COC(C)(C)C2
    98 | 7
COc1cc2c(cc1OC)CN(C(=O)Cc1ccc(OC)c(S(=O)(=O)N3CCOCC3)c1)CC2
    99 | 13
COc1c(I)cc(I)cc1C1NC(=O)c2c(sc3c2CCCC3)N1 (centres undefined)
    . | -13

3 entries from above, sorted by molecular weight, ascending.
Values run as follows: BAP1 inh | HePTP inhibitor
O=C(NC1CCCCCC1)c1nc2ncccn2n1
    101 | 1
O=C(O)c1ccccc1C(=O)NC1=NN(c2ccccc2)CC1
    . | 15
COC(=O)c1ccc(NC(=O)c2cnc3scc(C)n3c2=O)cc1
    69 | 3

(listing goes on)
Values run as follows: BAP1 inh | HePTP inhibitor
CCOC(=O)c1cc(=O)n2[nH]c(-c3ccc(Cl)cc3)cc2n1
    . | 8
COc1cc2c(cc1NC(=O)c1cccc(Br)c1)oc1ccccc12
    . | 4
Cc1ccccc1OCC(=O)Nc1ccc(F)cc1F
    . | 6
COC(=O)C(C)C1Sc2ccccc2NC1=O (centres undefined)
    92 | -1
CCOC(=O)N1CCN(C(=O)c2oc3ccc(S(=O)(=O)N4CC(C)CC(C)C4)cc3c2C)CC1 (centres undefined)
    . | 8
Cn1c(=O)c2c(nc(SCCCC#N)n2Cc2ccccc2F)n(C)c1=O
    97 | 9
CC(C)OP(=O)(c1ccc(N(C)C)cc1)C(O)c1c(Cl)cccc1Cl (centres undefined)
    97 | 8
COc1cccc(C2=CC(c3ccccc3)n3nnnc3N2)c1 (centres undefined)
    156 | 8
Cc1ccc(NC(=O)NC(=O)CSc2nnnn2C)c(C)c1
    80 | 6
O=S(=O)(c1cccs1)n1cnc2ccccc21
    94 | 3&-9
Brc1ccc2c(c1)c1nc3ccccc3nc1n2CCN1CCOCC1
    86 | 2
O=C(CC(c1ccccc1)c1ccccc1)Nc1ccc(Cl)cn1
    . | 2
O=C(c1cnn2c1NC(c1ccc3c(c1)OCO3)CC2C(F)(F)F)N1CCN(Cc2ccccc2)CC1 (centres undefined)
    101 | .
c1ccc2c(c1)Cn1nc(Cc3nc4c(s3)CCCC4)nc1-2
    101 | 7
Cc1nc(SCC(=O)N2CCCc3ccccc32)c2oc3ccccc3c2n1
    87 | 1
CC(=O)c1c(C)nn2c3ccccc3n(CCN3CCCCC3)c12
    . | 3
COc1ccccc1NC(=O)N1CCN(c2cccc(C(F)(F)F)c2)CC1
    96 | -1&5
O=C(CCn1c(=O)[nH]c2ccccc2c1=O)Nc1ccccc1
    88 | 3
O=C(NC(=S)Nc1ccc(Cl)c(-c2nc3cc(Cl)ccc3o2)c1)c1ccco1
    . | 7
COc1ccc(C2(O)CCN(C(=O)Cc3cccnc3)CC2)cc1
    . | 9
COc1ccc(CCNC(=O)COc2cccc(C)c2)cc1
    . | 6
Cc1ccc(OCC(O)CN2CCN(CC(O)COc3ccc(C)cc3)CC2)cc1 (centres undefined)
    109 | -5
CC(=O)c1c(C)nn(CC(O)Cn2c3c(c4cc(C)ccc42)CCCC3=O)c1C (centres undefined)
    112 | 3
COc1cccc(C(=O)Nc2cccc(SC)c2)c1
    93 | -2
CC(C)C(c1nnnn1C1CCCCC1)N1CCN(c2ncccn2)CC1 (centres undefined)
    87 | 0
O=C(Cn1cnc2c(cnn2-c2ccccc2)c1=O)NCCc1ccccc1
    86 | 14
Cc1ccc(-c2nnn(CC(=O)Nc3ccccc3-c3ccccc3)n2)c(-n2cnnn2)c1
    80 | 0
O=C(Nc1ccccn1)c1ccc2ccccc2n1
    112 | 10
O=c1cc(-c2ccccc2)nc(N2CCCCC2)[nH]1
    91 | -8
CCOC(=O)c1c(-c2cccs2)csc1NC(=O)c1ccc(N2C(=O)CCC2=O)cc1
    . | -2
Cc1cccc(-c2nc(CS(=O)CC(=O)NC3CCCC3)c(C)o2)c1 (centres undefined)
    98 | 14
CCSc1nnc(NC(=O)/C=C/c2ccc(F)cc2)s1
    . | 11
O=C(CN(Cc1ccccc1F)C(=O)Cn1nnc(-c2cccs2)n1)NCC1CCCO1 (centres undefined)
    81 | -6
Clc1ccccc1-c1nnc2sc(-c3ccc(Br)o3)nn12
    83 | 11
CC(=O)N(CCN(C(C)=O)c1ccccc1)c1ccccc1
    98 | 4
COCCn1c(COc2cccc(OC)c2)nnc1SCC(=O)N1CCOCC1
    95 | 4
CC(C)COc1ccc(C(=O)N/C(=C/c2ccc3c(c2)OCO3)C(N)=O)cc1
    . | 10
O=C(NCc1ccc(Cl)cc1)C(=O)Nc1ccc([N+](=O)[O-])cc1
    . | 8
CC(c1ccccc1)c1nnc(N)s1 (centres undefined)
    . | 5
COc1ccc(CCNC(=O)COc2ccc(OC)cc2)cc1
    . | 2
CC(C)(C)c1ccc(OCCOc2ccc(C=C3C(=O)NC(=S)NC3=O)cc2)cc1
    . | 22
Cc1cccc(N2CCN(C(=O)c3ccc(N4CCCC4=O)cc3)CC2C)c1 (centres undefined)
    88 | -4
O=C(CSc1nc(O)c(Cc2ccccc2)c(=O)[nH]1)Nc1ccccc1
    111 | 9
CN(C)CCOC(=O)CCc1cc(C(C)(C)C)c(O)c(C(C)(C)C)c1
    . | 4
COC(=O)CN1C(=O)/C(=C\c2ccc([N+](=O)[O-])cc2)SC1=S
    . | 6
Cc1cccc(C(C)C)c1NC(=O)CCCOc1ccccc1
    . | 2
CC1(C)CNC(=O)c2sc(N3CCOCC3)nc2C1
    109 | 4
COC(=O)C1=C(C(=O)OC)SC(=C2C(=S)C(C)(C)N(C(=O)C(C)C)c3ccccc32)S1
    59 | .
Cc1ccnc(SCCn2c(N(C)Cc3ccccc3)nc3c2c(=O)n(C)c(=O)n3C)n1
    91 | 11
COc1ccccc1CNC(=O)Cn1cnc2ccccc2c1=O
    . | -9
O=C(NCCCNc1ccc([N+](=O)[O-])cc1Cl)c1ccc(F)cc1
    . | -8
Cc1ccc(NC(=S)N/N=C2\CC(=O)CC(C)(C)C2)cc1
    . | -4
COc1ccc(-c2nc(-c3ccncc3)no2)cc1OC
    75 | 3
C(=N\n1cnnc1)/c1ccc(OCCOc2ccccc2)cc1
    . | -4
Cn1cc(C=C2C(=O)NC(=S)NC2=O)c2ccccc21
    . | -5
CC(c1ccccc1)n1cc(C(=O)NCC2COc3ccccc3O2)nn1 (centres undefined)
    104 | -3
CCc1ccc(-n2[nH]c(C)c(/C=C3/C=Nc4ccccc43)c2=O)cc1
    . | -12
CCOc1ccc(CN2CCNC(=O)C2CC(=O)OC)cc1 (centres undefined)
    93 | -3
CC1CC(C)CN(S(=O)(=O)c2ccc(C(=O)N=c3sc4cc(Br)ccc4n3C)cc2)C1 (centres undefined)
    130 | .
CC(C)(C)c1cc(Br)ccc1OCC(=O)O
    . | -1

(more compounds)
Values run as follows: BAP1 inh | HePTP inhibitor
N#C/C(=C(/O)c1ccc(Cl)cc1Cl)c1nc2ccccc2[nH]1
    . | -4
Cc1csc(NC(=O)c2cnccn2)n1
    128 | -2&-17
CSC(=O)NC1(Cc2ccc(O)cc2)CCCCC1
    . | 2
O=C(Nc1ccc(F)c([N+](=O)[O-])c1)C(c1ccccc1)c1ccccc1
    . | 6
COc1cccc(C2/C(=C(/O)c3cnn(-c4ccccc4)c3C)C(=O)C(=O)N2CCN(C)C)c1OC (centres undefined)
    59 | 10
CCCC(=O)NC(c1ccccc1Cl)c1c(O)ccc2ccccc12 (centres undefined)
    . | -8
CCOC(=O)c1c(C)oc2ccc(OCc3ccc(F)cc3)cc12
    91 | -2
O=C(CSc1nnc(-c2cccnc2)o1)Nc1ccccn1
    73 | -8
CC(=O)NC(=Nc1nc2ccccc2s1)NC(C)=O
    . | 0
CCn1c(=O)cc(SCC(=O)Nc2ccc3c(c2)OCO3)c2ccccc21
    94 | -4
CSc1nnc(Cn2c(=O)sc3ccccc32)n1CCc1ccccc1
    89 | 10
